# Bioassay records as filed in PubChem.
# Platelet DG rel = platelet dense granule release activity; human platelet-rich plasma, SFLLRN dense granule ATP release, luminescence; inhibition, %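 (compounds screened at 7.5 µM in platelet-rich plasma)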; 300,000 compounds, 0.22% hits;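 active means mean replicate score, as percent of positive control, at or above 50; inconclusive means mean below 50 but at least one replicate at or above 50; inactive means mean and every replicate below 50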
# HSF1 inhib = HSF1 inhibition | activity change, negative = inhibition, % at 7.5 µM (by protocol) | 300,000 compounds, 0.77% hits | NIH3T3-HGL HSE-luciferase, MG132-induced, luminescence 8 h; stronger effect = lower value | AID 2098;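 active means more than half of replicate wells show activity change below -50%, luminescence cut by over half; inconclusive means some wells, but at most half, below -50%; inactive means no replicate well below -50%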;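 further: luciferase reports HSF-1 transcriptional activity via heat shock element; 0% = median of DMSO wells and -100% = zero luminescence signal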
# DYRK1A inh = Dyrk1A (rat) kinase inhibition; Q63470; ADP-Glo luminescence, NFATc1 peptide; inhibition, % at 12.5 µM; 310,000 compounds, 0.43% hits; AID 504441; in the data active means inhibition above about 50%;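 further: plate controls were vehicle with enzyme for no effect and no enzyme for full effect; many of its hits are not listed in these tables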
# GSK3 alpha inh = human GSK-3 alpha kinase inhibition; P49840; AID 2650; ADP-Glo luminescence, 60 min; 320,000 compounds, 0.1% hits; inhibition, % at 10 µM;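 in the data active means inhibition above about 50%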;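 further: GST-tagged GSK-3 alpha with peptide substrate and 25 µM ATP; 0% = DMSO neutral wells and 100% = GW8510 positive control wells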
# Target sequence (P49840 whole entry, looked up): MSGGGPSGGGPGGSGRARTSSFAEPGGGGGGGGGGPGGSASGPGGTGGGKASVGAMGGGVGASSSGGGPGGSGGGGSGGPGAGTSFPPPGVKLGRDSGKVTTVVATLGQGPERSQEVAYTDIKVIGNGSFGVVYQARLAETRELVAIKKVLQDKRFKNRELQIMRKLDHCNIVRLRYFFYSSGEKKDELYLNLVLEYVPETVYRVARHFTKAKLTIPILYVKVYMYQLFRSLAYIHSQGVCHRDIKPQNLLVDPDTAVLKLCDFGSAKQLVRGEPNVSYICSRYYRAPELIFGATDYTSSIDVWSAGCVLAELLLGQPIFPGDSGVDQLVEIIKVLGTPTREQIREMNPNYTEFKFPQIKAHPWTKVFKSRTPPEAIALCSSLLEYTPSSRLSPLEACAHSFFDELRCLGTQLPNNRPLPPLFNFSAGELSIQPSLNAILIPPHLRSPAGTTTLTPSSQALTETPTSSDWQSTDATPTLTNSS
# IEC-6 cytotox = kills IEC-6 intestinal cells in KLF5 counter-screen; IEC-6 cytotoxicity, luminescence viability; inhibition, % at 5 µM; 290,000 compounds, 0.78% hits; in the data active means inhibition above about 22%;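 further: 0% = plate median of test compound wells and 100% = cytotoxic reference compound wells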
# HSP90 refold inh = blocks HSP90-mediated luciferase refolding in reticulocyte lysate. Rabbit reticulocyte lysate, luciferase refolding luminescence, 3 h. inhibition, % at 5.6 µM. 290,000 compounds, 0.91% hits. AID 1789;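 active means inhibition above the screen-wide mean plus 3 SD, computed separately per campaign, cut at about 16% in these data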;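 further: 0% = DMSO wells and 100% = 60 µM geldanamycin wells; inhibitors lower the luminescence because luciferase stays unfolded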
# KLF5 inhibitor = inhibitors of KLF5 expression; inhibition, % at 5 µM; DLD-1 KLF5 promoter-luciferase reporter, luminescence; 290,000 compounds, 0.23% hits;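 active means inhibition above a per-plate limit of that plate's mean compound inhibition plus 3 SD, cut at about 60% in these data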;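 further: 0% = DMSO wells and 100% = LY294002 at 200 µM; higher means less KLF5 promoter-driven luciferase light; inactives centre near -14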
# GSK3B inh = inhibitors of human GSK3beta kinase; P49841; GST-GSK3beta kinase, ADP-Glo luminescence, 60 min; stronger effect = lower value; activity score (negative = inhibition), % at 10 µM; 300,000 compounds, 0.038% hits; AID 2097;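 active means more than half of replicate wells score below -50%, meaning over 50% inhibition versus plate controls; inconclusive means some replicates but at most half score below -50%; inactive means no replicate scores below -50%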;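 further: 0% = median DMSO wells and -100% = median GW8510 positive control wells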
# Target sequence (P49841 whole entry, looked up): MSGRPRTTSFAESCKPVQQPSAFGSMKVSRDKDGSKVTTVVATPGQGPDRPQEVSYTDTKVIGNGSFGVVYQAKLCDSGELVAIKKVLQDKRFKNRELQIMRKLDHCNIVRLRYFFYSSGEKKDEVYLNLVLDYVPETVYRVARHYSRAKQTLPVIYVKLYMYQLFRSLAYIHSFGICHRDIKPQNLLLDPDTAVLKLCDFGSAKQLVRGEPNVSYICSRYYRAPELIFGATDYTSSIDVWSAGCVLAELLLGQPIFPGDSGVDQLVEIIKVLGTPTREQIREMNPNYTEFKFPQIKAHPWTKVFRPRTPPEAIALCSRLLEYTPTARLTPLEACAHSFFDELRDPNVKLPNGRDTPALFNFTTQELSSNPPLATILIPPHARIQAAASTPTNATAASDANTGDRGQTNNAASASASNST
#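 Test system – GST-tagged human GSK3beta kinase, cell-free · Incubation – 60 min enzyme reaction, room temperature · Signal – ADP-Glo luminescence · Also added – peptide substrate and ATP at 25 µM · Controls – DMSO neutral wells and GW8510 at 20 µM as positive · Buffer or medium – Tris/MgCl2 kinase buffer · Measure – Luminescence-derived activity versus plate DMSO and GW8510 wells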
# HSF-1 act = increases HSF-1 driven luciferase reporter signal. NIH3T3-HGL HSF-1 luciferase reporter, MG132, 8 h; 100% = twice DMSO control signal. activation, % at 9 µM. 300,000 compounds, 1.7% hits. AID 504408;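 active means mean replicate activation of at least 50% with a set share of replicates each reaching 50%; inconclusive means only one of those two conditions met; inactive means mean below 50% and too few replicates reaching it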;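 further: 0% = median of the neutral control wells and 100% = twice that signal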
# aSyn UTR inh = 5' untranslated region of α-synuclein, MLPCN primary screen; alpha-synuclein 5'UTR reporter, inhibitor activity; 300,000 compounds, 0.82% hits; inhibition, % (tested at 7.5 µM); in the data active means inhibition above about 60%; inconclusive means no clear call, values can overlap the other calls;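 further: H4 neuroglioblastoma cells stably carrying SNCA 5'UTR luciferase fusion; 0% = DMSO wells and 100% = positive control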
# An asterisk follows results filed as active; ? = inconclusive; · = not tested or not shown.
SMILES,Platelet DG rel,HSF1 inhib,DYRK1A inh,GSK3 alpha inh,IEC-6 cytotox,HSP90 refold inh,KLF5 inhibitor,GSK3B inh,HSF-1 act,aSyn UTR inh
Cc1ccccc1NC(=O)Cn1nnc(S(=O)(=O)c2ccc(C(C)(C)C)cc2)c1N,20,-1,6,-2,5,-2,2,-2,-1,7
Cc1noc(C)c1C(=O)N1CCC2(CC1)Oc1ccc(F)cc1C(=O)C21CC(c2ccc(Cl)cc2)=NO1 (stereo unspecified),3,8,3,0,·,·,·,0,16,-7
O=C(COC(=O)/C=C/c1ccc(F)cc1)Nc1ccccc1-c1ccccc1,-4,·,-2,-2,9,-2,17,-3,·,-9
CCCCCCCCNc1nc(Cl)nc(NCc2ccco2)n1,-26,-4,3,·,1,-2,-27,1,9,19
CCOc1ccc(N(CC(=O)Nc2ccc(C)c(C)c2)S(=O)(=O)c2c(C)noc2C)cc1,-10,1,-4,-3,2,-1,13,3,2,12
Cc1ccc(-c2nn(-c3ccc(F)cc3)cc2C(=O)N(C)CC(=O)Nc2ccc(N3CCOCC3)cc2)cc1,14,0,-4,-3,·,·,·,-2,0,-7
CN(C(=O)CSc1nc2cc(Cl)ccc2c(=O)n1Cc1ccco1)C1CCS(=O)(=O)C1 (stereo unspecified),-3,46,27,8,-5,-2,-1,2,?,-1
CS(=O)(=O)N1CCCC(C(=O)c2cccc(Cl)c2)C1 (stereo unspecified),0,-8,1,-1,-2,-3,-6,1,-2,-9
CC(NC(=O)c1cc(=O)[nH]c2ccccc12)c1ccc(F)cc1F (stereo unspecified),2,-5,6,-5,-4,-3,-29,0,-7,17
O=C(NCc1ccco1)NCC(F)(F)F,2,-5,3,-3,-6,-2,-18,0,-3,-3
COc1ccc(N2C(=O)CC(N(Cc3ccco3)C(=O)CCC(=O)O)C2=O)cc1 (stereo unspecified),12,-6,6,-2,1,0,-16,4,10,-9
CCc1ccc(-c2nc(CS(=O)CC(=O)NC3CCCCCC3)c(C)o2)cc1 (stereo unspecified),7,10,5,-1,-1,3,-39,3,37,4
CCOC(=O)N1CCN(Cc2ccccc2Cl)CC1,·,·,-3,2,2,0,-8,·,·,·
CCOC(=O)C(=O)NNc1ccc(C)cc1,-14,-7,-8,-3,6,-2,-4,0,-5,35
COc1cc(C(=O)Nc2sc(C(=O)N3CCOCC3)c(C)c2C#N)cc(OC)c1OC,-2,-2,7,-4,-1,-2,-51,0,-4,8
CCC(=O)N1CCN(c2ccc(NC(=S)NC(=O)c3cc4ccccc4o3)cc2)CC1,-18,-3,-4,0,-4,0,-49,0,24,-57
COc1ccc(OCC(=O)NNC(=O)c2ccccc2OCc2c(C)noc2C)cc1,9,-4,-7,1,·,·,·,-1,-2,-1
CC(=O)N1CCN=C1SCc1cccc(Cl)c1,-7,1,-4,8,6,4,-29,1,-6,-12
COc1ccc2oc(C(=O)Nc3ccccc3N3CCOCC3)c(C)c2c1,-15,1,2,0,·,·,·,2,4,2
CCOC(=O)CNC(=O)CCCCCC(=O)NCC(=O)OCC,2,-1,0,-3,-1,0,-23,0,-10,0
Cc1ccc(C(=O)NCCCNc2ccc(C(F)(F)F)cc2[N+](=O)[O-])cc1,-6,-11,-7,-2,-4,5,22,0,-12,15
O=C(c1ccccc1Br)N1CCN(c2ccc([N+](=O)[O-])c(N3CCOCC3)c2)CC1,1,-12,1,-6,-3,-2,-26,0,-9,23
CC(=O)c1cc(C)ccc1OC(=O)c1ccco1,5,-2,-1,-2,2,-3,-15,0,-6,9
CN(Cc1ccccc1)c1nc2nonc2nc1N1CCCC(CN2CCCC2=O)C1 (stereo unspecified),1,9,1,-2,1,0,-1,1,26,-2
Cc1ccc2nc(-c3ccc(NC(=O)COC(=O)c4ccco4)cc3)sc2c1,5,-8,-4,-3,2,-3,-135,-1,17,-6
# Next section
SMILES,Platelet DG rel,HSF1 inhib,DYRK1A inh,GSK3 alpha inh,IEC-6 cytotox,HSP90 refold inh,KLF5 inhibitor,GSK3B inh,HSF-1 act,aSyn UTR inh
O/N=C1\CCCc2ccccc21,-1,2,0,-4,-6,2,-35,3,5,-14
Cc1cc(=O)[nH]c(N/N=C/C2=C(N3CCOCC3)C(=C\c3ccc(Cl)cc3)/CC2)n1,-50,0,1,0,-4,2,-22,1,3,-15
O=C(Nc1cc(N2CCOCC2)ncn1)NC1(C(F)(F)F)Oc2ccccc2O1,-1,11,-4,-2,3,-1,-7,-1,16,-10
Cc1cccc(C(C#N)c2nc3ccccc3nc2C(F)(F)F)c1 (stereo unspecified),-17,1,3,-2,-8,1,-12,1,10,30
CCC(=O)Nc1nnc(CCc2ccccc2)s1,-6,2,2,0,-3,2,-24,0,0,-25
O=C1OCCC1Sc1nnc(-c2cccs2)n1Cc1ccccc1 (stereo unspecified),0,8,-4,1,-3,2,17,0,29,16
Cc1cc(F)ccc1NC(=O)c1cc(S(=O)(=O)N2CCOCC2)cn1C,?,2,0,0,0,-6,-3,0,-15,-3
CC(C)(C)C(=O)Nc1ccc(-c2nnc3n2CCCCC3)cc1,1,-6,-2,·,-4,-5,-9,-1,-21,-2
CCOCC(=O)N1CCN(Cc2ccc3c(c2)OCO3)CC1,-1,1,-5,-1,-5,-4,-28,-2,-2,11
COc1ccc(OC)c(N2C(=O)C(Cl)=C(N3CCOCC3)C2=O)c1,7,-6,6,0,1,1,-32,0,-14,13
CCCCCCCC(=O)N/N=C/c1ccncc1,-6,-3,-1,6,4,4,8,-1,-12,11
Cc1ccc(C(=O)N2CCCN(c3nc4cc5c(cc4cc3C#N)OCO5)CC2)cc1,6,11,5,5,0,10,-9,-2,2,-26
COc1ccc(NC(=O)CN(c2ccc(OC)c(Cl)c2)S(=O)(=O)c2ccccc2)cc1,1,1,0,-1,-3,-2,-56,1,15,4
C=CCn1c(Sc2nncn2C)nc2c1c(=O)[nH]c(=O)n2C,15,-3,-3,-1,0,0,-23,1,10,7
CC1CCN(c2nc3c(c(=O)n(C)c(=O)n3C)n2Cc2ccccc2)CC1,8,-4,-1,0,1,2,-3,-3,-9,7
CCn1c(COc2ccc(C)cc2)nnc1SCC(=O)C(C)(C)C,2,5,-12,-2,2,1,-33,4,21,25
CC(C)OCCCN1CN(S(=O)(=O)c2cccc(Cl)c2)c2nc3ccccc3nc21,5,17,15,0,-3,3,-13,-27,27,0
CCOc1ccc(CCNC(=O)CS(=O)Cc2nc(-c3ccc(C)cc3)oc2C)cc1 (stereo unspecified),-3,4,-1,-1,2,8,-4,0,1,37
CCOc1ccc(-n2c(N)c(C(=O)NCc3ccco3)sc2=S)cc1,-4,1,-1,-1,-6,0,-14,0,24,9
O=C(Nc1nnc(C2=COCCO2)o1)c1cccc(C(F)(F)F)c1,3,-2,5,0,-1,-4,-8,0,0,-13
O=C(CN1C(=O)c2cccc3cccc1c23)NC1CCCC1,7,-5,2,-2,10,3,-14,-2,-6,-12
Cn1c(=NC(=O)C2CCCCC2)sc2cc([N+](=O)[O-])ccc21,-3,12,29,-2,1,-3,-4,-2,15,-52
Fc1cc(Br)ccc1COc1ccc(-c2nnco2)cc1,3,13,2,-1,-3,-4,-140,0,39,-133
CCC(O)(CC)C(=O)N(Nc1ccc(C)cc1)c1ccc(C)cc1,-3,16,1,-1,-9,2,-21,-2,22,-10
N=c1c(C(=O)NCc2ccccc2)cc2c(=O)n3ccccc3nc2n1Cc1ccco1,8,4,0,-3,0,-2,-5,3,14,-15
# More records:
SMILES,Platelet DG rel,HSF1 inhib,DYRK1A inh,GSK3 alpha inh,IEC-6 cytotox,HSP90 refold inh,KLF5 inhibitor,GSK3B inh,HSF-1 act,aSyn UTR inh
COC(=O)c1cc(S(=O)(=O)N2CCCC2=O)c(Cl)cc1Cl,0,24,·,2,2,3,-16,10,38,-6
O=C(c1ccc(Cl)cc1)N1CCC(N2CCC(C(=O)N3CCOCC3)CC2)CC1,-2,5,20,-1,3,-4,-15,-3,10,-3
COc1cccc(CNc2ccc3[nH]c(=O)[nH]c3c2)c1OCc1ccccc1F,2,-1,·,-4,-4,3,-7,1,1,3
CCOC(=O)c1ccc(NC(=O)CC2SCCNC2=O)cc1 (stereo unspecified),7,8,4,-1,1,-3,-14,-8,10,-81
COc1ccc2oc(=O)c(C(=O)NC3CCCCCC3)cc2c1,2,10,1,5,-7,-4,-47,-4,17,-174
O=C(NC1=NCCS1)c1cc(-c2ccccc2)nn1-c1ccccc1,3,-5,0,·,·,·,·,-4,5,-40
CC1CCN(C(=O)c2ccc(NC(=O)C3CCCO3)cc2)CC1 (stereo unspecified),-3,5,-5,-4,-4,1,18,-1,10,2
COc1ccc(Oc2cccc(Cl)c2CNC(=O)CCCC(=O)O)cc1,-8,-2,·,-4,-3,-2,8,0,4,-11
O=C1CCSc2cccc3cccc(c23)N1,-10,0,-2,-4,0,-2,-36,1,19,-1
COc1cc(/C=C2\SC(N)=NC2=O)cc(OC)c1,1,-2,0,0,-3,-1,-38,1,-8,-64
CCOC(=O)COc1cccc2c(=O)n(CC(=O)N3CCCCC3)ccc12,-1,4,0,-1,8,1,-24,-6,17,7
CCN1CCN(S(=O)(=O)c2ccc(Cl)c(C(=O)Nc3ccccc3N3CCCCC3)c2)CC1,1,-2,·,0,·,·,·,-2,5,14
CCOc1ccc2[nH]c(=O)c(CN(Cc3cccnc3)C(=O)Nc3ccccc3OC)cc2c1,-34,0,4,-1,-2,1,-11,-1,12,4
O=C(CN1C(=O)c2ccc([N+](=O)[O-])cc2C1=O)NC1CCS(=O)(=O)C1 (stereo unspecified),·,4,-4,-3,·,·,·,-5,-3,-4
O=C(NCc1ccco1)C1CCN(C(=O)c2cc3sccc3n2Cc2ccc(Cl)cc2)CC1,0,16,-4,3,2,-1,-23,1,38,18
COc1ccc(S(=O)(=O)N(C)C)cc1NCC(=O)Nc1cccc(C#N)c1,5,-2,2,0,-3,-2,-20,-1,11,-11
CN(C)S(=O)(=O)c1cccc(NC(=S)N2CCCCC2CO)c1 (stereo unspecified),4,2,-5,-1,1,-1,-31,1,20,4
CCC(C)[C@H](NC(=O)N1CCN(c2cccc(C(F)(F)F)c2)CC1)C(=O)OC (stereo partly specified),0,-1,6,-2,4,5,-13,-20,1,-24
CCOc1nc(-c2ccccc2)c2cc(C)ccc2n1,2,-4,-8,-3,-4,-2,-29,-23,-3,25
CCCCn1c(SCC(=O)N2CCCCC2)nc2cc(S(N)(=O)=O)ccc21,-4,-3,0,-1,-3,-6,-14,1,12,7
CCCCCn1c(SCCN2CCOCC2)nc2c1c(=O)[nH]c(=O)n2C,-1,8,1,-2,1,-2,6,0,29,14
CCOc1cccc2sc(N3CCN(C(=O)c4ccc5ncsc5c4)CC3)nc12,3,-4,3,-2,·,·,·,0,3,14
CCc1nn(CCCC(=O)N2CCC(C)CC2)c(=O)c2cc3occc3n12,1,0,4,4,7,2,-12,-3,-12,12

# The list is partial; the hit share may differ from the screen's.
